Bioassay records (PubChem)
EPAC1 antagonist = EPAC1 (human) antagonism | O95398 | hit rate 0.14% among 360,000 | EPAC1 GEF assay, Rap1b-BODIPY-GDP exchange fluorescence | AID 720709 | Potency, µM (doses to about 115 µM), inactives show top-dose activity change, negative = inhibition, hits mostly inhibitors;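 note: plate controls were vehicle for no effect and positive control for full effect; nearly all actives have a fitted effect of over 50% in size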
EPAC2 agonist = activates human EPAC2 exchange factor; hit rate 0.079% among 360,000; EPAC2 activation, biochemical qHTS; response scale: 100% = 6.5 mM cAMP response; Potency, µM (highest dose often 154 µM), inactives show top-dose activation, actives largely listed as activators; Q8WZA2; note: nearly all actives have a fitted effect of over 50% in size
Target sequence (Q8WZA2 whole entry, looked up): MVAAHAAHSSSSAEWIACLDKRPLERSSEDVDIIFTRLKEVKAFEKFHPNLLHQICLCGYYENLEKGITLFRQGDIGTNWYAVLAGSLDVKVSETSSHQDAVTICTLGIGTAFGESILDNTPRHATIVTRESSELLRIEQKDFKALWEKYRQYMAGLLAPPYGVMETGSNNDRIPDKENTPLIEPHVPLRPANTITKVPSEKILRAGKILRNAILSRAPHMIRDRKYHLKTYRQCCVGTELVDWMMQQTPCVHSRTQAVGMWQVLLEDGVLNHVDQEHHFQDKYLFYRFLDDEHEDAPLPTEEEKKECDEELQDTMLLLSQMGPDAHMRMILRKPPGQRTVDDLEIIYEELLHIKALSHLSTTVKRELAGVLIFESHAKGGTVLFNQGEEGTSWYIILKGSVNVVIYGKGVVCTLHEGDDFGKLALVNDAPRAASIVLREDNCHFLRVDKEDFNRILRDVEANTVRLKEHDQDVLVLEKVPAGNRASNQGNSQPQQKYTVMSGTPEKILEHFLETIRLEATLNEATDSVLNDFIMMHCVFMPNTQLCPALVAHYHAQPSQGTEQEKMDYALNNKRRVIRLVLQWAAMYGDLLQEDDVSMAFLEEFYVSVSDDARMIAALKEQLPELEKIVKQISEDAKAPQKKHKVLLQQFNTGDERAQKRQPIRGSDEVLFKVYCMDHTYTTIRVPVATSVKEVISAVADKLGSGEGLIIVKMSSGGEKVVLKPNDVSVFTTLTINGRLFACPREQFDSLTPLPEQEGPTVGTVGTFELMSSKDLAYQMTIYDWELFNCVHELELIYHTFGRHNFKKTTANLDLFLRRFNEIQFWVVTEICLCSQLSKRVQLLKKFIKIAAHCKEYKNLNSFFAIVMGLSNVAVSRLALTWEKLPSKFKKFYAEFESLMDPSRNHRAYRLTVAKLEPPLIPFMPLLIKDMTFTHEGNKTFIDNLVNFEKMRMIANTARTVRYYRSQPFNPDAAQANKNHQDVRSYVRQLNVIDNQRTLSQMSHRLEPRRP
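EPAC2 (100 nM) mixed with Rap1B loaded with BODIPY-GDP (250 nM) plus 50 uM unlabeled GDP; compounds pinned in, 5 min RT, then read every 5 min for 30 min (ex 480, em 540 nm). Normalized to cAMP control.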
PTHR1 ag = PTHR1 (human) receptor agonism; HEK293 GP2 PTHR1 cells, GloSensor cAMP luminescence, 1 h; Q03431; hit rate 0.075% among 410,000; Potency, µM (top dose mostly 115 µM), without a hit: at the top dose activation, hits mostly activators; note: nearly all actives have a fitted effect of over 55% in size; some results filed as inactive show a strong effect at the top dose; inactives centre near -15; many of its hits are not listed in these tables
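HEK-293-derived GP2 cells expressing PTHR1 and a GloSensor cAMP reporter, 3,000/well, plated overnight, given luciferin plus IBMX (each 0.5 mM as added) for 1 h at 37 °C, then compound for 1 h at 37 °C. Luminescence was read after 15 min at room temperature.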
FUS yeast rescue = rescues growth of FUS-expressing yeast; S. cerevisiae FUS-expressing, growth rescue, OD600, 24 h; Potency, µM (series often up to 76.6 µM), inactives show at the highest dose growth rescue (activation), hits mostly activators; hit rate 0.24% among 390,000; AID 1347120;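 note: plate controls were DMSO vehicle for no effect and reference control for full effect; nearly all actives have a fitted effect of over 55% in size; some results filed as inactive show a strong effect at the top dose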
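Read-out: OD at 600 nm after 24hr at 30C, reporting rescue of FUS-induced yeast toxicity. Cells at OD 0.005 in galactose (2%) minimal medium; compounds tested in a dilution series; CP55940 titration from 92uM final as control.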
EPAC2 antagonist = EPAC2 (human) antagonism. Potency, µM (highest dose often 114 µM), for the others: at the highest dose activity, negative = inhibition, hits mostly inhibitors. Q8WZA2. EPAC2 GEF exchange of Rap1B-BODIPY-GDP, fluorescence. hit rate 0.18% among 360,000; note: % is set by controls: 0 for no effect and ±100 for the full control effect; nearly all actives have a fitted effect of over 45% in size; many of its hits are not listed in these tables
aSyn rescue = inhibitors of alpha-synuclein toxicity in yeast | Potency, µM (series often up to 46.1 µM), for inactives: top-dose growth rescue (activation), most hits filed as activators | Yeast expressing alpha-synuclein, growth rescue, BacTiter-Glo, 24 h | hit rate 0.14% among 370,000 | AID 652106; note: % of control where 0% means no effect; nearly all actives have a fitted effect of over 65% in size
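Galactose-induced alpha-syn yeast (OD600=0.02, raffinose-pregrown) + pinned cpd, 24 hr, 30 deg C; growth by BacTiter-Glo luminescence. Growth restoration scores as activation.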
EPAC1 ag = agonists of human EPAC1 | EPAC1 agonist qHTS, biochemical assay; response scale: 100% = response to 6.5 mM cAMP | Potency, µM (top dose mostly 154 µM), without a hit: top-dose activation, actives largely listed as activators | hit rate 0.073% among 360,000 | AID 720707; note: nearly all actives have a fitted effect of over 60% in size
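EPAC1 100 nM, Rap1B–BODIPY-GDP 250 nM, unlabeled GDP 50 uM; compound titration; 5 min RT; kinetic read ex480/em540 at 5-min intervals ×30 min; data normalized to 6.5 mM cAMP agonist control.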
TDP-43 yeast inh = TDP-43 toxicity inhibition in yeast; hit rate 1.8% among 410,000; Potency, µM (doses to about 46.1 µM), without a hit: top-dose growth rescue (activation), hits mostly activators; TDP-43 expressing yeast growth rescue, BacTiter-Glo, 24 h; note: % of control where 0% means no effect; nearly all actives have a fitted effect of over 50% in size
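Yeast expressing TDP-43 (pregrown in raffinose, seeded at OD600=0.02 in galactose medium) exposed to compounds 24 hr at 30 deg C. Growth read by BacTiter-Glo luminescence; rescue of toxicity appears as increased signal.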
Starred values were filed as active, the others as inactive; i = inactive; ? = inconclusive; · = not tested or not shown; & = joins results of further samples; [ ] = remark or other dose. Calls come from the whole dose curve; as a rule, active = well fitted curve in the direction sought with a large enough effect; inconclusive = small, poorly fitted or top-dose-only effect, or another doubt; inactive = no such curve, though single readings can be large; an effect the other way counts as inactive or inconclusive. Potency is the fitted concentration of half-maximal effect.

Key to letters – A = EPAC1 antagonist; B = EPAC2 agonist; C = PTHR1 ag; D = FUS yeast rescue; E = EPAC2 antagonist; F = aSyn rescue; G = EPAC1 ag; H = TDP-43 yeast inh
COc1ccc(-c2nc3ccc(Br)cn3c2CC(=O)N2CCCC2)cc1OC
  A: -2%; B: 2%; C: -24%; D: 10%; E: 2%; F: 0%; G: 2%; H: ?
C[C@H]1OC[C@@H](C[N+](C)(C)C)O1
  A: -2%; B: 7%; C: 3%; D: -41%; E: -1%; F: ?; G: -27%; H: 8%
CC(=NCCO)c1c(O)n(C)c(=O)n(C)c1=O
  A: 4%; B: 2%; C: i; D: -2%; E: -2%; F: -13%; G: -1%; H: -26%
O=c1[nH]c2ccccc2n1C1CCN(C(c2nnnn2Cc2ccccc2)C2CC2)CC1 (configuration not stated)
  A: -11%; B: 8%; C: -23%; D: -9%; E: -23%; F: -3%; G: -17%; H: 13%
CC1Cc2ccccc2N1C(=O)COC(=O)c1ccc(Cl)nc1 (configuration not stated)
  A: 8%; B: 1%; C: -11%; D: 5%; E: 5%; F: 2%; G: 5%; H: 15%
C[C@@H]1C[C@@H]([C@H](O)CC2CC(=O)NC(=O)C2)C(=O)[C@@H](C)C1
  A: 0%; B: 0%; C: i; D: -11%; E: -11%; F: -76%[inhibitor]; G: -6%; H: -92%[inhibitor]
O=C1C2(c3ccccc3)CN3CN(C2)CC1(c1ccccc1)C3
  A: 4%; B: 8%; C: i; D: 2%; E: 1%; F: -5%; G: -6%; H: -21%
Fc1cccc(CN2CCN(c3ccc(Cl)cc3)CC2)c1
  A: 3%; B: 7%; C: -31%[inhibitor]; D: -19%; E: 5%; F: 0%; G: 7%; H: -9%
CCc1ccccc1N1C(=O)NC(=O)/C(=C\c2cc(C)n(C)c2C)C1=O
  A: -18%; B: -68%[inhibitor]; C: i; D: 17%; E: 0%; F: -13%; G: -16%; H: 7%
C=CC[C@@H](C)CC(=O)C(CCCN=[N+]=[N-])SOOc1ccccc1 (some centres not stated)
  A: -11%; B: 5%; C: i; D: 18%; E: -29%; F: 7%; G: -9%; H: -6%
Cc1cc2oc(=O)cc(-c3cc4ccccc4o3)c2cc1OC(=O)N(C)C
  A: -3%; B: 9%; C: -12%; D: -12%; E: 1%; F: -1%; G: 8%; H: 0%
CCCCP(=O)(O)CCC(=O)O
  A: 3%; B: 4%; C: i; D: 4%; E: 10%; F: -1%; G: 1%; H: 2%
CC12CN3CC(C)(CN(C1)P3(=O)Oc1ccccc1)C2=O (configuration not stated)
  A: 10%; B: 5%; C: -2%; D: -3%; E: -6%; F: -1%; G: 6%; H: 15%
O=C(O)Cn1cc(/C=C2\C(=O)NC(=O)N(c3ccc(Br)cc3)C2=O)c2ccccc21
  A: -21%; B: -7%; C: i; D: 19%; E: -9%; F: 0%; G: -12%; H: 1%
CC1CCCN(CC(=O)N2CCCc3ccccc32)C1 (configuration not stated)
  A: 2%; B: 5%; C: i; D: 10%; E: 13%; F: -4%; G: 0%; H: -19%
COC(=O)C1=C(c2ccc(-c3ccccc3)c(F)c2)C[C@@H]2CC[C@H]1N2C(=O)NCc1cc(C)oc1C(F)(F)F
  A: -12%; B: 3%; C: i; D: 35%; E: 1%; F: 16%; G: -15%; H: 3%
CC(C)[N+]12CCC(CC1)C(C(O)(c1ccccc1)c1ccccc1)C2 (configuration not stated)
  A: 12%; B: 4%; C: -14%; D: -19%; E: 5%; F: 1%; G: 2%; H: 11%
CCOc1cc(/C=C2/C(=O)NC(=O)N(c3ccc(CC)cc3)C2=O)ccc1OC(=O)c1cccs1
  A: ?; B: -11%; C: i; D: ·; E: 6%; F: -1%; G: -4%; H: -18%
COc1ccc(CCNC2(C#N)CCCCC2)cc1OC
  A: 17%; B: -2%; C: i; D: -2%; E: 2%; F: -3%; G: 4%; H: 15%
CCc1ccc(NC(=O)C(C)OC(=O)c2c(C)nn(Cc3ccccc3)c2Cl)cc1 (configuration not stated)
  A: -22%; B: 7%; C: -36%[inhibitor]; D: 20%; E: -7%; F: -1%; G: -2%; H: ?
CCCCn1c(O)c(C(C)=NCCCN(C)C)c(=O)[nH]c1=O
  A: -17%; B: 9%; C: -9%[57.5 µM]; D: 11%; E: -1%; F: -7%; G: 12%; H: -1%
NC(=O)CSP(=O)(c1ccccc1)c1ccccc1
  A: 5%; B: -8%; C: i; D: -3%; E: -3%; F: 1%; G: 5%; H: -16%
CC[N+]1(C)CCCC(OC(=O)C(O)(c2ccccc2)c2ccccc2)C1 (configuration not stated)
  A: -12%; B: 6%; C: -5%; D: -19%; E: -7%; F: -2%; G: -10%; H: 16%
CCOP(=O)(OCC)c1ccc(OP(=O)(c2cccc([N+](=O)[O-])c2)c2cccc([N+](=O)[O-])c2)cc1
  A: 0%; B: -2%; C: i; D: -15%; E: 5%; F: 2%; G: 6%; H: 17%
CC(=O)OC1N=C(c2ccccc2)c2cc(Br)ccc2N(C)C1=O (configuration not stated)
  A: -13%; B: 4%; C: i; D: 3%; E: 4%; F: 2%; G: -10%; H: 8%

(list continues)
Key to letters – A = EPAC1 antagonist; B = EPAC2 agonist; C = PTHR1 ag; D = FUS yeast rescue; E = EPAC2 antagonist; F = aSyn rescue; G = EPAC1 ag; H = TDP-43 yeast inh
O=C1NC(=O)C(CCc2ccncc2)(Cc2ccc(OCc3ccccc3)cc2)C(=O)N1
  A: 4%; B: 3%; C: -12%; D: -11%; E: 3%; F: 5%; G: -6%; H: 18%
COc1ccc(N2C(=O)NC(=O)/C(=C/c3ccc([N+](=O)[O-])s3)C2=O)cc1
  A: ?; B: 4%; C: -12%; D: 49%; E: 0%; F: -9%; G: -2%; H: -8%
CC(C)CCC[C@@H](C)[C@H]1CC[C@H]2[C@@H]3C(=O)C=C4C[C@@H](O)CC[C@]4(C)[C@H]3CC[C@]12C
  A: -4%; B: 5%; C: -12%; D: -38%; E: -4%; F: -10%; G: -48%[inhibitor]; H: 0%
COC(=O)C1=C(c2ccc(OC)c(OC)c2)C[C@@H]2CC[C@H]1N2C(=O)NCCNC(C)=O
  A: -23%; B: 6%; C: i; D: -27%; E: -2%; F: -5%; G: 8%; H: 0%
Cc1ccc(CNS(=O)(=O)c2cc3c(cc2C)N(C)CCO3)cc1
  A: 7%; B: -1%; C: -54%[inhibitor]; D: 6%&7%; E: ?; F: ?; G: -11%; H: 0%&30%
CCCCNC(=O)NC(C(N)=O)P(=O)(OCC)OCC (configuration not stated)
  A: 7%; B: 8%; C: -28%; D: -23%; E: 12%; F: 3%; G: 6%; H: 0%
[Cl][Pt+2][Cl].[NH-]C1CCCCC1[NH-] (configuration not stated)
  A: -4%; B: 7%; C: -21%; D: -33%; E: 14%; F: 3%; G: 4%; H: 5%
Cc1cc(C)c2c(ccc3cccc[n+]32)c1
  A: 8%; B: 3%; C: -3%; D: -3%; E: -2%; F: -1%; G: 2%; H: 7%
CC1CCN(c2nc(NCc3ccco3)nc(N)c2[N+](=O)[O-])CC1
  A: -19%; B: 20%; C: -14%; D: 16%; E: -3%; F: 3%; G: 6%; H: ?
CCC(c1nnnn1Cc1ccccc1)N1CCC(n2c(=O)[nH]c3ccccc32)CC1 (configuration not stated)
  A: -18%; B: 5%; C: -23%; D: 2%; E: 4%; F: -7%; G: -14%; H: 1%
O=C1CC(=O)N(c2cccc(Br)c2)C(=O)N1
  A: -9%; B: 9%; C: 0%; D: 26%; E: 7%; F: 0%; G: 1%; H: -12%
Cc1ccc2nc(C)n(-c3ccc(F)cc3)c(=O)c2c1
  A: -11%; B: 4%; C: -19%; D: 5%; E: -4%; F: 0%; G: 1%; H: ?
CN(C)C(=O)C(CCN1CCC(O)(c2ccc(Cl)cc2)CC1)(c1ccccc1)c1ccccc1
  A: -22%; B: 10%; C: -46%[inhibitor]; D: -9%; E: 5%; F: -5%&6%; G: -3%; H: 3%
CCN(CC)CCOC(=O)c1ccc(N=Cc2c(O)[nH]c(=O)[nH]c2=O)cc1
  A: 20%; B: 0%; C: i; D: 8%; E: 10%; F: 2%; G: 7%; H: 10%
Cc1ccc2c(c1)CC1(CN2C)C(=O)NC(=O)N(c2cccc(C)c2C)C1=O (configuration not stated)
  A: -17%; B: -3%; C: i; D: 9%; E: 0%; F: -6%; G: 3%; H: 20%
CC(=NCc1ccc2c(c1)OCO2)c1c(O)n(Cc2ccccc2)c(=O)[nH]c1=O
  A: -22%; B: 20%; C: -10%; D: -10%; E: 10%; F: 1%; G: 7%; H: -10%
COc1ccc(NC(=O)C2C3CCC(O3)C2C(=O)O)c(OC)c1 (configuration not stated)
  A: -10%; B: 5%; C: i; D: 13%; E: 4%; F: 6%; G: 7%; H: ·
COC(=O)C1=C(c2ccc3ccccc3c2)C[C@@H]2CC[C@H]1N2C(=O)NC1Cc2ccccc2C1
  A: 4%; B: 10%; C: -22%; D: ?; E: -6%; F: 0%; G: 14%; H: ?
COc1cccc(OC)c1C(=O)NC(=S)N1C[C@H]2C[C@H](C1)c1cccc(=O)n1C2
  A: -5%; B: 10%; C: -2%; D: 8%; E: -10%; F: 1%; G: -7%; H: 9%

Already shown: 2 of the compounds above.
Key to letters – A = EPAC1 antagonist; B = EPAC2 agonist; C = PTHR1 ag; D = FUS yeast rescue; E = EPAC2 antagonist; F = aSyn rescue; G = EPAC1 ag; H = TDP-43 yeast inh
COC(=O)C1=C(c2ccc3ccccc3c2)C[C@@H]2CC[C@H]1N2C(=O)NC1Cc2ccccc2C1
  A: 4%; B: 10%; C: -22%; D: ?; E: -6%; F: 0%; G: 14%; H: ?
COc1cccc(OC)c1C(=O)NC(=S)N1C[C@H]2C[C@H](C1)c1cccc(=O)n1C2
  A: -5%; B: 10%; C: -2%; D: 8%; E: -10%; F: 1%; G: -7%; H: 9%

Ordered by SMILES length (lowest first): three of the compounds above.
Key to letters – A = EPAC1 antagonist; B = EPAC2 agonist; C = PTHR1 ag; D = FUS yeast rescue; E = EPAC2 antagonist; F = aSyn rescue; G = EPAC1 ag; H = TDP-43 yeast inh
Cc1cc(C)c2c(ccc3cccc[n+]32)c1
  A: 8%; B: 3%; C: -3%; D: -3%; E: -2%; F: -1%; G: 2%; H: 7%
CC(=NCc1ccc2c(c1)OCO2)c1c(O)n(Cc2ccccc2)c(=O)[nH]c1=O
  A: -22%; B: 20%; C: -10%; D: -10%; E: 10%; F: 1%; G: 7%; H: -10%
CCOP(=O)(OCC)c1ccc(OP(=O)(c2cccc([N+](=O)[O-])c2)c2cccc([N+](=O)[O-])c2)cc1
  A: 0%; B: -2%; C: i; D: -15%; E: 5%; F: 2%; G: 6%; H: 17%

A portion of the library; count on the stated rates, not on these rows.
